Screens: PubChem BioAssay, National Center for Advancing Translational Sciences (NCATS)
GCN5L2 inh – inhibitors of human GCN5L2 histone acetyltransferase; Potency, µM (doses to about 58.9 µM), for inactives: at the highest dose activity change, negative = inhibition, usual class: inhibitors; hit rate 0.21% among 390,000; GCN5L2 HAT assay, ThioGlo1 CoA-SH fluorescence; Q92830
Target sequence (Q92830 whole entry, looked up): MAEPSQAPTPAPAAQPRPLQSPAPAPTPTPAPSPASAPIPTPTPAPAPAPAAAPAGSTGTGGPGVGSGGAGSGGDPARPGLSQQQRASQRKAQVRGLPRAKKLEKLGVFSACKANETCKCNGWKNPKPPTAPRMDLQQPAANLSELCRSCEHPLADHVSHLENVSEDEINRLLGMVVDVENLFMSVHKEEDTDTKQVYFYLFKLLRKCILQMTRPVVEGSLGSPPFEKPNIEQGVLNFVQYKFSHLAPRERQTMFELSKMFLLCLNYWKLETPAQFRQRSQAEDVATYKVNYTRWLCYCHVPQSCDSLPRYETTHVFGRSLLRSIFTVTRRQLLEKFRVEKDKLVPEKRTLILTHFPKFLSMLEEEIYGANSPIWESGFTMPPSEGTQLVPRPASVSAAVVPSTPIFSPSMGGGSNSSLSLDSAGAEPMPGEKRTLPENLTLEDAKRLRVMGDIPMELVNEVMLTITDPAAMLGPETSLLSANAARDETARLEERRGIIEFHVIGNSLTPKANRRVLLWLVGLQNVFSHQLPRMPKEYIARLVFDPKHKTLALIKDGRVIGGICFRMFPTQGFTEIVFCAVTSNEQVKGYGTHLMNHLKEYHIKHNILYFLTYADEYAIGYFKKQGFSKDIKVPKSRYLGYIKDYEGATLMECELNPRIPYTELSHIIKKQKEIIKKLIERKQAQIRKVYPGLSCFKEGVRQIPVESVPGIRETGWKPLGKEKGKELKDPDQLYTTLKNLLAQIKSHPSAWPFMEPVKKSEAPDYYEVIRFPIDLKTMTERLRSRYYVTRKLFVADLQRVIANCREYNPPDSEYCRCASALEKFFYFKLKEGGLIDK
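qHTS, 1536-well. 20nM enzyme, pH 7.5 HEPES/EDTA/Tween-20 buffer; 15 min compound preinc., RT. Start: 75uM H3(1-25), 70uM AcCoA, 50uM ThioGlo1. Read Ex340/Em540 at t=0 (autofluorescence flag) and t=20 min.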
FEN1 inhibitor – blocks human flap endonuclease 1 | P39748 | Recombinant FEN1 flap cleavage, fluorescence, 15 min | Potency, µM (highest dose often 114 µM), for inactives: top-dose activity change, negative = inhibition, actives largely listed as inhibitors | hit rate 0.35% among 390,000 | AID 588795; further: nearly all actives have a fitted effect of over 65% in size
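FEN1 at 10 nM, compound pretreatment for 15 min (room temperature), 50 nM final substrate to initiate; endpoint reads at 0 and 15 min; DMSO-only plates used as vehicle background.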
TDP1 cell CPT – DT40-hTDP1 cell growth loss with CPT; chicken DT40 Tdp1-/-;hTDP1 cells + 20 nM CPT, ATP luminescence, 48 h; Potency, µM (top dose mostly 46.2 µM), for inactives: at the top dose activity change, negative = growth inhibition, most hits filed as inhibitors; hit rate 12% among 420,000; AID 686979; further: nearly all actives have a fitted effect of over 55% in size
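Chicken DT40 Tdp1-/- cells complemented with human TDP1, 400 cells/well, exposed to compounds plus 20 nM camptothecin for at least 48 h at 37 C; viability read as ATP content by CellTiter-Glo luminescence.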
* marks the source's active call; other numbers are inactive results; ? = inconclusive; / = not tested or not shown; [ ] = another dose, or the depositor's remark. The call rests on the fitted dose curve; in most records, active means well fitted curve in the direction sought with a large enough effect; inconclusive means small, poorly fitted or top-dose-only effect, or another doubt; inactive means no such curve, though single readings can be large; an effect the other way counts as inactive or inconclusive. On the % scale 0 is the no-effect control and ±100 the full control effect; potency means the concentration at half of the fitted maximal effect.

SMILES	GCN5L2 inh	FEN1 inhibitor	TDP1 cell CPT
CC(C)NC(=O)c1ccc2c(c1)N(CC(=O)N1CCCC1)C(=O)C(C)(C)O2	3%	-7%	16%
O=c1[nH]c(SCc2ccc(Cl)cc2)nc2ccccc12	-3%	22%	-22%
O=C(CSc1ccccc1F)Nc1ccc(N2CCOCC2)cc1	-3%	-19%	?
Cc1ccc(/C(O)=C2\C(=O)C(=O)N(CC(C)O)C2c2ccccn2)cc1 (configuration not stated)	-1%	0%	2%
NNC(=O)c1cc(-c2cccs2)nc2ccccc12	-5%	6%	?
O=C1COc2ccc(C(=O)COC(=O)Cc3ccccc3F)cc2N1	-10%	4%	16%
Cc1noc(C)c1S(=O)(=O)Nc1ccc(C(=O)Nc2ccc(C(C)C)cc2)cc1	-8%	-13%	12µM*
COc1ccc(NC(=O)Cn2ccn(-c3ccccc3)c(=O)c2=O)cc1	1%	1%	-3%
Nc1nc(Nc2cccc(F)c2)nc(NCCO)c1[N+](=O)[O-]	-21%	?	?
Cc1ccc(CS(=O)(=O)CC(C)(O)c2ccc(Cl)cc2)cc1 (configuration not stated)	17%	-5%	-19%
CN1C(=O)c2ccccc2C(C(=O)O)C1c1cn(C)c2ccccc12 (configuration not stated)	-10%	-11%	?
COc1ccc(C(=O)NCCc2cnc[nH]2)cc1OC	-3%	3%	22%
O=C(Cn1cnc2ccccc2c1=O)Nc1ccccc1N1CCOCC1	3%	0%	2%
O=C(CSc1nnc(-c2ccc(F)cc2)o1)Nc1ccccc1N1CCOCC1	/	-5%	1%
CCCC1CCC(c2ccc(/C(N)=N/O)cc2)CC1 (configuration not stated)	2%	-3%	?
Cc1ccc(OCC(=O)OC(C)CN(C)Cc2ccccc2)cc1 (configuration not stated)	-5%	2%	4%
O=P(O)(O)C(O)(Cc1cccnc1)P(=O)(O)O	-18%	/	2%
CCOC(=O)Nc1cccc(OCC(=O)Nc2ccc(OC)cc2OC)c1	-2%	1%	?
O=C(NC1CCCCCCC1)c1cccc(S(=O)(=O)N2CCOCC2)c1	-1%	-3%	-24%
COc1ccccc1OC(C)C(=O)Nc1ccccc1C(=O)NCc1cccnc1 (configuration not stated)	0%	3%	-10%
CCCCCCCC/C=C\CCCCCCCC(=O)NCCc1ccc(O)c(O)c1	?	-5%[57.1 µM]	1µM*
CCCCOc1ccc(N(CC(=O)NC2CCCC2)C(=O)CCC(=O)Nc2ccccn2)cc1	-2%	3%	?
Cc1cc(OCC(=O)Nc2ccc(S(=O)(=O)NC3=NCCCCC3)cc2)c(C(C)C)cc1Cl	-3%	-24%	?
CCOC(=O)c1c(C=O)c(C)n(Cc2ccccc2Cl)c1C	-22%	-13%	-5%
CN(C)c1oc(-c2ccccc2Cl)nc1C#N	2%	3%	-21%
CCn1ccnc1CN(C)C(=O)c1cc(COc2c(F)cccc2F)on1	-13%	5%	-21%
COc1ccc(CNC(=O)c2cc3c(=O)[nH]c4ccccc4c3s2)cc1	-5%	-3%	-19%
COC(=O)CSc1nnc2cc(C)c3ccccc3n12	-9%	-2%	17%
O=C(CCCN1C(=O)/C(=C\c2ccccc2)SC1=S)Nc1cccc(C(=O)O)c1	-23%	9%	3%
COc1ccc(C)cc1NC(=O)c1ccc2c(O)c(S(=O)(=O)c3ccccc3)c(=O)[nH]c2c1	-10%	-13%	6%
CN(C(=O)COC(=O)/C=C/c1ccc(S(=O)(=O)N2CCc3ccccc32)cc1)C1CCS(=O)(=O)C1 (configuration not stated)	-5%	-6%	-5%
CC(C)N(C(=NCc1ccccc1)NC(=O)c1ccccc1)C(C)C	-6%	19%	-13%
COc1ccc(NC(=O)CSc2nc3ccccc3c(=O)n2-c2ccc3c(c2)OCO3)c(OC)c1	-6%	-1%	-2%
Cc1ccc(C(=O)NNC(=S)NC(=O)c2ccco2)cc1	-8%	-1%	7.3µM*
O=C(CSc1ccccn1)Nc1nc2ccc(Br)cc2s1	-13%	-10%	-18%
CC(=O)c1ccc(OCc2cc(C(=O)N3CC[C@@H]4CCCC[C@H]4C3)no2)cc1	-12%	-17%	?
O=C(C1CCN(Cc2ccc(OCc3ccccc3)cc2)CC1)N1CCCC1	-7%	1%	-52%
O=C(COC(=O)CSc1ccccc1)Nc1ccc(F)cc1F	-10%	12%	-4%
O=C(NC(=S)Nc1ccc(S(=O)(=O)Nc2nccs2)cc1)c1cccc(F)c1	-1%	3%	18%
CC(=O)N1CCN(S(=O)(=O)c2ccc(S(=O)(=O)NCC(C)C)cc2)CC1	-2%	-4%	1%

For convenience, part of the list above.
SMILES	GCN5L2 inh	FEN1 inhibitor	TDP1 cell CPT
CCOC(=O)Nc1cccc(OCC(=O)Nc2ccc(OC)cc2OC)c1	-2%	1%	?
O=C(NC1CCCCCCC1)c1cccc(S(=O)(=O)N2CCOCC2)c1	-1%	-3%	-24%
COc1ccccc1OC(C)C(=O)Nc1ccccc1C(=O)NCc1cccnc1 (configuration not stated)	0%	3%	-10%
CCCCCCCC/C=C\CCCCCCCC(=O)NCCc1ccc(O)c(O)c1	?	-5%[57.1 µM]	1µM*
CCCCOc1ccc(N(CC(=O)NC2CCCC2)C(=O)CCC(=O)Nc2ccccn2)cc1	-2%	3%	?
Cc1cc(OCC(=O)Nc2ccc(S(=O)(=O)NC3=NCCCCC3)cc2)c(C(C)C)cc1Cl	-3%	-24%	?
CCOC(=O)c1c(C=O)c(C)n(Cc2ccccc2Cl)c1C	-22%	-13%	-5%
CN(C)c1oc(-c2ccccc2Cl)nc1C#N	2%	3%	-21%
CCn1ccnc1CN(C)C(=O)c1cc(COc2c(F)cccc2F)on1	-13%	5%	-21%
COc1ccc(CNC(=O)c2cc3c(=O)[nH]c4ccccc4c3s2)cc1	-5%	-3%	-19%
COC(=O)CSc1nnc2cc(C)c3ccccc3n12	-9%	-2%	17%
O=C(CCCN1C(=O)/C(=C\c2ccccc2)SC1=S)Nc1cccc(C(=O)O)c1	-23%	9%	3%
COc1ccc(C)cc1NC(=O)c1ccc2c(O)c(S(=O)(=O)c3ccccc3)c(=O)[nH]c2c1	-10%	-13%	6%
CN(C(=O)COC(=O)/C=C/c1ccc(S(=O)(=O)N2CCc3ccccc32)cc1)C1CCS(=O)(=O)C1 (configuration not stated)	-5%	-6%	-5%
CC(C)N(C(=NCc1ccccc1)NC(=O)c1ccccc1)C(C)C	-6%	19%	-13%
COc1ccc(NC(=O)CSc2nc3ccccc3c(=O)n2-c2ccc3c(c2)OCO3)c(OC)c1	-6%	-1%	-2%
Cc1ccc(C(=O)NNC(=S)NC(=O)c2ccco2)cc1	-8%	-1%	7.3µM*
O=C(CSc1ccccn1)Nc1nc2ccc(Br)cc2s1	-13%	-10%	-18%
CC(=O)c1ccc(OCc2cc(C(=O)N3CC[C@@H]4CCCC[C@H]4C3)no2)cc1	-12%	-17%	?
O=C(C1CCN(Cc2ccc(OCc3ccccc3)cc2)CC1)N1CCCC1	-7%	1%	-52%

Next entries
SMILES	GCN5L2 inh	FEN1 inhibitor	TDP1 cell CPT
Cc1sc(C(=O)Nc2ccc3ccccc3c2)cc1CC(=O)O	-11%	9%	0%
CC(=O)Nc1ccc(S(=O)(=O)NCC(=O)NCCc2ccc(S(N)(=O)=O)cc2)cc1	1%	-3%	15%
Cc1cccc(-c2nc3scc(CCNC(=O)c4ccc(Br)o4)n3n2)c1	-4%	-3%	?
CCC(=O)NC(=S)Nc1cccc(NC(=O)c2ccccc2)c1	-3%	-8%	6%
COc1ccc(/C=N/OCC(=O)N(Cc2ccccc2)c2ccccc2C(=O)O)cc1	2%	7%	-1%
Cc1cccc(OC(C)C(=O)N/N=C\c2ccncc2)c1 (configuration not stated)	23%	14%	-18%
CCOC(=O)c1c(NC(=O)C2CCN(S(=O)(=O)c3ccc(Cl)cc3)CC2)sc2c1CCCC2	2%	5%	?
COCCN(Cc1cn[nH]c1-c1ccc2cc(OC)ccc2c1)C(C)C	-3%	0%	-2%
O=c1cnnc(Nc2ccccc2)[nH]1	-6%	-12%	-1%
CCc1ccc(N2CC(C(=O)OC)CC2=O)cc1 (configuration not stated)	-9%	2%	19%
COCCn1c(N)c(NCc2ccccc2)c(=O)n(CC(=O)Nc2cc(C)ccc2C)c1=O	-12%	-6%	11%
COc1ccc2oc(=O)cc(-c3cc4ccccc4o3)c2c1	-5%	-1%	?
CC(=O)Oc1ccc2ccc3ccc(C(C)=O)cc3c2c1	/	2%	?
CCC(=NC)C1=C(O)CC(c2ccccc2)CC1=O (configuration not stated)	-5%	1%	4%
COc1ccc(N=C2SC(C(=O)O)CC(=O)N2Cc2ccc(OC)c(OC)c2)cc1 (configuration not stated)	1%	-6%	5%
COc1ccc(C(=O)NCCNC(=O)c2cnccn2)cc1	-3%	-5%	9%
COC(=O)c1ccccc1NC(=O)Cc1nc(-c2ccc(OC)cc2)no1	-6%	14%	-2%
NC(N)=NCCCC(NC(=O)c1ccccc1)C(=O)Nc1ccc2ccccc2c1 (configuration not stated)	0%	-9%	-21%
CCSc1nc(O)c(C2OC(=O)c3c2ccc(OC)c3OC)c(=O)n1-c1ccccc1 (configuration not stated)	0%	5%	9%
CNC(=S)N1CCN(c2cccc(OC)c2)CC1	-14%	-4%	-5%
Cc1nc(-c2cccc(S(=O)(=O)N3CC(C)CC(C)C3)c2)cs1 (configuration not stated)	-3%	1%	?
COc1ccc(-c2cc(C(F)(F)F)nc(SCC(=O)NCc3ccc(OC)c(OC)c3)n2)cc1	2%	-4%	23µM*
O=C(c1cccs1)N1CCCc2cc(NS(=O)(=O)c3ccc(Br)cc3)ccc21	-15%	?	?
COc1cc2c(cc1NC(=O)COC(=O)/C=C/c1ccc([N+](=O)[O-])cc1)oc1ccccc12	-12%	-18%	2%
COc1ccc(-n2c(=S)[nH]c3cc(C(=O)NCCCN4CCCC4=O)ccc3c2=O)c(OC)c1	-2%	-3%	-15%
O=C1NC[C@@H](Cc2cccc3ccccc23)N(CC2CCCCC2)C1=O	-14%	11%	?
CC(=O)c1cccc(NC(=O)COC(=O)COc2c(Cl)cc(Cl)c3ccc(C)nc23)c1	-1%	-12%	-18%
CCc1nc2c(c(=O)c3ccccc3n2C)c(=O)n1-c1ccc(F)cc1	-6%	-10%	-7%
Cc1cccc(NC(=O)N(C)Cc2cccs2)c1	32µM*	5%	1%
O=C(Nc1ccc(Br)cc1)C1CCN(C(=O)c2ccc(F)cc2)CC1	-6%	2%	?
CC1(C)Cc2c(c(N3CCOCC3)nc3sc4c(NCc5ccco5)nnnc4c23)CS1	-6%	4%	21µM*
Cc1ccc(S(=O)(=O)NCC2CCC(C(=O)NCc3ccccn3)CC2)cc1 (configuration not stated)	-4%	11%	-7%
CCCCn1c(-c2cccnc2)n[nH]c1=S	-1%	8%	-3%
COc1cccc(OCC(O)CNC2CCCC2)c1 (configuration not stated)	-9%	20%	1%
O=C(CSc1ncc2c(n1)-c1ccccc1N(Cc1ccc(Cl)cc1)S2(=O)=O)c1ccc(Cl)cc1	-7%	-8%	?
O=C(CN1CCCCC1)Nc1ccccc1-c1ccccc1	0%	-5%	?
N=c1c(S(=O)(=O)c2ccc(Cl)cc2)cc2c(=O)n3ccccc3nc2n1C1CCCCC1	1%	-14%	?
CCO[C@@H]1OC(C(=O)N2CCOCC2)=C[C@H](c2cn(C(C)=O)c3ccccc23)[C@H]1CCCO	1%	-8%	7%
C[C@H]1NC(=O)[C@]2(C)[C@@H](c3ccccc3)[C@H]3COc4ccccc4[C@H]3N2C1=O	/	10%	-3%
O=C1OCC(O)=C1Cc1ccccc1	/	3%	-24%
CNc1cc(N2CCCC2)ccc1[N+](=O)[O-]	-16%	1%	-1%
N#Cc1c2n(c3c(-c4ccccc4)ncnc13)CCC2	-11%	-12%	-1%
COC(=O)c1ccc(Oc2nc(Nc3ccccc3)nc(N(C)C)n2)cc1	0%	-10%	?
O=C(CSc1cn(CC(=O)N2CCCCC2)c2ccccc12)Nc1ccccc1F	-3%	-11%	?
CC(C)CCc1noc(CN(C)CCC2CCOCC2)n1	2%	-9%	0%
CCCCC(=O)NC1(C(F)(F)F)C(=O)Nc2c1c(=O)n(C)c(=O)n2C (configuration not stated)	-14%	5%	2%
CCOc1ccc(-c2cn(CCC#N)cn2)cc1	-5%	-1%	0%
Cc1cc(NC(=O)CS(=O)(=O)Cc2ccccc2)no1	4%	9%	6%
Nc1ccccc1S(N)(=O)=O	-14%	4%	7%
CCCn1c2c(c(O)c(C(=O)NC)c1=O)CCCC2	-5%	-2%	-17%
CCN(c1ccccc1)S(=O)(=O)c1ccc(OC)c(NC(=O)C2CC(=O)N(Cc3ccccc3)C2)c1 (configuration not stated)	-16%	-4%	?
Cc1c(C)c2c(OCC(=O)N3CCC(O)CC3)cc3c(c2oc1=O)CCC(C)(C)O3	-22%	10%	-12%

Only part of the results is shown; rates above refer to the full screens.
